High-throughput results (PubChem BioAssay)
Dynein cargo inh – dynein cargo transport inhibition; 3617.4 mouse cells, GR-EGFP nuclear translocation imaging; test concentration mostly 20 µM; stimulated with dexamethasone, 1 µM; stronger effect = lower value; z-score, hits read low; 220,000 tested, 0.47% active;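 active = plate z-score of nuclear minus cytoplasmic receptor signal below a set negative limit, without overly bright fluorescence or cell loss, cut at about -3.5 in these data, passing the limit was not always enough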;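 note: z-score of nuclear minus cytoplasmic ring GR-EGFP intensity difference per well; some compounds called inactive have numbers as strong as hits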
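Buffer or medium – tet-free medium with charcoal-stripped serum · Signal – automated 10x imaging of fixed Hoechst-stained cells · Also added – dexamethasone agonist, 1.0 µM final, for 30 min · Incubation – induction 48 h, compound 1 h, agonist 30 min · Read-out – GR-EGFP nuclear translocation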
WT yeast gro inh – growth inhibition of WT yeast, mitochondrial fusion screen | mitochondrial fusion phenotypic screen, WT strain | inhibition, % at 10 µM | 190,000 tested, 2.1% active | AID 1362; in the data active = inhibition above about 58%; tested in S. cerevisiae
MT stabilizer – microtubule stabilizers in HeLa cells | % tubulin-high responders, % at 10 µM | 200,000 tested, 0.83% active | HeLa tubulin immunostaining HCS, 24 h; share of cells brighter than vehicle mean+2SD;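 active = plate Z-score above 3 for both tubulin-high and condensed-nucleus cell shares, with cell loss under 80%, at 10 µM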;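 note: anti alpha tubulin signal scored within the nucleus-defined area of each cell; some results filed as inactive read as strong as hits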
Hep lipid drop – hepatic lipid droplet formation modulation. AML12 mouse hepatocytes, oleate lipid droplets, BODIPY imaging. inhibition, % at 6.5 µM. 240,000 tested, 0.4% active. AID 1656;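 active = lipid droplet intensity inhibited by at least 50%, with more than 500 cells counted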
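Material: mouse AML12 hepatocyte cell line, fixed after treatment; Timing: compound with oleate, overnight; Technique: high-content imaging of BODIPY-stained droplets and DAPI nuclei; Probe or stimulus: oleate, 100 µM final; Dosing: compound at 6.5 µM only.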
Ins promoter up – MIN6 insulin promoter up-regulation. MIN6 insulin promoter-GFP reporter, high-content imaging; stronger effect = higher value. z-score at 5 µM. 190,000 tested, 0.3% active. AID 1625;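 active = z-score above 3 at 5 µM with at least 500 cells counted in the well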
HEK293 NOD2/NF-kB – inhibition of NOD2-driven NF-kB reporter – cell-based, luminescence, uHTS, HEK293 (AID 1566); 290,000 tested, 0.63% active; inhibition, % at 4 µM; hits with a dose series show EC50 in µM; HEK293 NOD2/NF-kB luciferase reporter, luminescence; higher % means a stronger effect; in the data active = inhibition above about 50%; note: many of its hits are not listed in these tables
b-catenin transl – beta-catenin nuclear translocation modulation; HeLa beta-catenin nuclear translocation, immunofluorescence imaging; AID 1665; nuclear translocation activity, % at 5 µM; 190,000 tested, 0.3% active;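 active = nuclear translocation activity above 50% at 5 µM, with a well cell count of 50 or more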;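 note: per-cell ratio of nuclear to cytoplasmic median beta-catenin stain intensity; plate controls were DMSO negative control for no effect and GSK-3 inhibitor IX positive control for full effect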
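Signal – beta-catenin immunofluorescence imaging with DAPI · Test system – human HeLa cell line · Dosing – 5 µM primary single dose, 0.1% DMSO, 0.02–20 µM confirmation series · Measure – % activation, nuclear-to-cytoplasmic median beta-catenin signal ratio per cell · Incubation – 24 h compound exposure at 37°C, 5% CO2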
Yfh1-depleted yeast – enhancers of respiration in Yfh1-depleted yeast, dose response, Friedreich's ataxia, plus single-dose screen (AID 1465) | S. cerevisiae Yfh1-off respiration, WST-1 reduction, 72 h; higher fold induction means a stronger effect | fold induction at 50 µM; hits with a dose series show EC50 in µM | 220,000 tested, 0.074% active;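 active = fold induction of absorbance versus untreated yeast above a set limit, then at least 30% activation at any dose in follow-up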;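 note: activators that raise dye reduction in frataxin-depleted yeast; strong numbers were not always called active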
Autophagy HCS – modulators of autophagy; AID 463193; calls only at 10 µM (by protocol); 190,000 tested, 0.98% active; MEF GFP-LC3 puncta imaging; test concentration mostly 10 µM;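 active = percentage of spot-positive cells more than 3 SD above its plate mean, without a fluorescence outlier flag or 80% toxicity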;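 note: spot-positive cell cutoff set from DMSO-treated cells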
WT yeast gro inh mutant strain – further read-out of WT yeast gro inh, marked with its call; inhibition, %; mitochondrial fusion phenotypic screen, mutant strain inhibition
Dynein cargo inh cytoplasmic EGFP – recorded beside Dynein cargo inh, whose call it bears; z-score; measured here: cytoplasmic GR-EGFP intensity; stronger effect = higher value
Dynein cargo inh nuclear GR-EGFP – further read-out of Dynein cargo inh, marked with its call; z-score; measured here: nuclear GR-EGFP intensity;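 lower value marks the stronger effect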
Dynein cargo inh cell count – second read-out of Dynein cargo inh, no call of its own (marks repeat the call); z-score; measured here: cell count per field
Ins promoter up cell count – recorded beside Ins promoter up, whose call it bears; cell count; measured here: cytotoxicity, nuclei count;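 total cells summed across four imaged fields per well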
Hep lipid drop cells 6.5 µM – further read-out of Hep lipid drop, marked with its call; cell count; measured here: cell count, cytotoxicity flag;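 cells counted across two imaged fields per well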
b-catenin transl cell count 5 µM – recorded beside b-catenin transl, whose call it bears; cell count; measured here: cell count, cytotoxicity flag
MT stabilizer Hoechst-high % – also measured in MT stabilizer; calls as there; % Hoechst-high responders; measured here: nuclear condensation Hoechst responders;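 share of cells brighter than vehicle mean plus two SD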
MT stabilizer cytotoxicity % – recorded beside MT stabilizer, whose call it bears; toxicity, %; measured here: cytotoxicity by cell density;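 0% = mean cell density of plate MIN control wells and 100% = no cells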
Autophagy HCS cell loss 18 h – also measured in Autophagy HCS; calls as there; toxicity, %; measured here: cell loss, nuclei count;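 cell loss after 18 h compound exposure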
Active calls of the source: *; i = inactive; . = not tested or not shown. An excerpt, so the mix of outcomes need not match the whole.

SMILES	Dynein cargo inh	Dynein cargo inh cytoplasmic EGFP	Dynein cargo inh nuclear GR-EGFP	Dynein cargo inh cell count	WT yeast gro inh	WT yeast gro inh mutant strain	MT stabilizer	MT stabilizer Hoechst-high %	MT stabilizer cytotoxicity %	Hep lipid drop	Hep lipid drop cells 6.5 µM	Ins promoter up	Ins promoter up cell count	HEK293 NOD2/NF-kB	b-catenin transl	b-catenin transl cell count 5 µM	Yfh1-depleted yeast	Autophagy HCS	Autophagy HCS cell loss 18 h
N=c1n(CC(=O)c2ccc([N+](=O)[O-])cc2)c2ccccc2n1Cc1ccccc1	-1.07	-0.111	-0.769	0.98	14.6	-12.4	4.6	1.3	5.7	-29.2	580	0.14	812	15.8%	8.2	922	i	i	10.1
O=C1CC(SC(=Nc2ccccc2)Nc2ccccc2)C(=O)N1c1cccc(Cl)c1 (stereo not drawn)	-0.428	-0.143	-0.338	0.63	-10.7	10.6	0.7	1.8	9.3	.	.	0.06	1430	5.6%	-1.5	1351	i	i	-5.9
CC(C)CCNC(=O)COc1ccc2c(c1)C(=O)CC(C)(C)O2	-0.587	-0.516	-0.312	1.57	-2.0	-2.1	2.8	1.9	11.7	-3.1	720	.	.	0.5%	-1.0	1214	i	i	0.1
O=C(NCCOC(=O)c1cccs1)c1cccnc1	-0.807	0.0823	-0.231	1.48	-8.0	-1.3	1.8	2.4	8.5	.	.	.	.	14.5%	-1.4	786	i	i	-10.8
Oc1[nH]c2ccccc2c1C1=NCCCCC1	4.38	0.0166	1.84	-1.82	16.9	14.9	3.6	2.1	1.1	5.9	715	-0.45	1480	-1.1%	2.3	1006	i	i	-7.0
CCOc1ccc(N(CC(=O)Nc2ccccc2C)S(=O)(=O)c2c(C)[nH]c(=O)[nH]c2=O)cc1	-0.397	-0.00935	0.188	1.15	.	.	.	.	.	-7.4	687	0.15	875	0.0%	0.9	1282	i	.	.
Cn1c(=O)oc2cc(S(=O)(=O)NCc3ccccc3)ccc21	-0.536	-0.178	-0.468	0.607	-2.0	-3.0	0.9	1.2	1.8	-3.0	767	.	.	-1.4%	.	.	i	i	-4.4
CC(C(=O)Nc1ccccc1C(=O)N1CCOCC1)N(c1ccc(Cl)cc1)S(C)(=O)=O (stereo not drawn)	-0.304	-0.362	-0.258	-0.217	-4.8	-8.2	2.5	1.8	1.6	-3.1	647	-0.04	1605	2.6%	-3.4	1050	i	i	3.8
CC(C)(C)C(=O)[C@H]1[C@H](c2ccccc2)[C@@]2(N=C(c3ccccc3)OC2=O)C2c3ccccc3C=NN21 (stereo partly drawn)	-0.639	-0.143	-0.261	-0.0369	49.3	10.3	1.4	1.3	4.4	.	.	-0.4	1621	-12.5%	-2.9	1346	i	i	-4.2
C=CCOc1ccc(Br)cc1CNC(C)(C)C	-0.427	-0.188	-0.584	0.174	-5.9	8.0	2.5	2.7	11.1	-0.5	697	.	.	16.4%	0.5	1570	i	i	-10.0

Entries listed so far that have an NH in an aromatic ring (two):
SMILES	Dynein cargo inh	Dynein cargo inh cytoplasmic EGFP	Dynein cargo inh nuclear GR-EGFP	Dynein cargo inh cell count	WT yeast gro inh	WT yeast gro inh mutant strain	MT stabilizer	MT stabilizer Hoechst-high %	MT stabilizer cytotoxicity %	Hep lipid drop	Hep lipid drop cells 6.5 µM	Ins promoter up	Ins promoter up cell count	HEK293 NOD2/NF-kB	b-catenin transl	b-catenin transl cell count 5 µM	Yfh1-depleted yeast	Autophagy HCS	Autophagy HCS cell loss 18 h
Oc1[nH]c2ccccc2c1C1=NCCCCC1	4.38	0.0166	1.84	-1.82	16.9	14.9	3.6	2.1	1.1	5.9	715	-0.45	1480	-1.1%	2.3	1006	i	i	-7.0
CCOc1ccc(N(CC(=O)Nc2ccccc2C)S(=O)(=O)c2c(C)[nH]c(=O)[nH]c2=O)cc1	-0.397	-0.00935	0.188	1.15	.	.	.	.	.	-7.4	687	0.15	875	0.0%	0.9	1282	i	.	.

Back to the main list; the two compounds before the break are reprinted first.
SMILES	Dynein cargo inh	Dynein cargo inh cytoplasmic EGFP	Dynein cargo inh nuclear GR-EGFP	Dynein cargo inh cell count	WT yeast gro inh	WT yeast gro inh mutant strain	MT stabilizer	MT stabilizer Hoechst-high %	MT stabilizer cytotoxicity %	Hep lipid drop	Hep lipid drop cells 6.5 µM	Ins promoter up	Ins promoter up cell count	HEK293 NOD2/NF-kB	b-catenin transl	b-catenin transl cell count 5 µM	Yfh1-depleted yeast	Autophagy HCS	Autophagy HCS cell loss 18 h
CC(C)(C)C(=O)[C@H]1[C@H](c2ccccc2)[C@@]2(N=C(c3ccccc3)OC2=O)C2c3ccccc3C=NN21 (stereo partly drawn)	-0.639	-0.143	-0.261	-0.0369	49.3	10.3	1.4	1.3	4.4	.	.	-0.4	1621	-12.5%	-2.9	1346	i	i	-4.2
C=CCOc1ccc(Br)cc1CNC(C)(C)C	-0.427	-0.188	-0.584	0.174	-5.9	8.0	2.5	2.7	11.1	-0.5	697	.	.	16.4%	0.5	1570	i	i	-10.0
CN1CCN(C(=S)Nc2cccc(C(F)(F)F)c2)CC1	0.226	-0.239	0.19	-0.00108	10.0	6.1	2.2	1.9	4.0	-4.3	601	-0.45	1437	9.4%	-1.5	1048	i	i	2.8
COc1ccc(CNC(=O)C2CCN(C(=O)N(C)C)CC2)c(OC)c1	2.39	-0.176	1.71	-0.7	11.0	7.7	1.7	1.1	6.7	-16.1	647	-0.06	977	6.2%	.	.	i	i	-11.7
CCCCOc1ccc(C2CC(=O)NC2=O)cc1 (stereo not drawn)	0.0719	-0.254	0.341	0.686	-13.3	-0.2	4.4	2.0	59.0	-4.8	808	2.61	1121	3.2%	-0.6	1188	i	i	-0.6
Cc1cc(C(=O)O)ccc1-c1ccc(CO)o1	-0.808	-0.219	-0.0232	1.23	7.9	-3.1	4.9	2.7	23.6	5.3	693	0.15	1452	-23.1%	0.2	1486	i	i	-4.5
Cc1ccc(-c2cn(-c3ccccc3)c(SCC(N)=O)n2)cc1C	-0.567	-0.277	-0.5	0.358	33.6	4.8	2.5	1.7	6.7	10.5	539	-0.3	1271	-105.8%	.	.	.	i	0.5
COC(=O)c1cc(=O)nc2scc(C)n12	1.56	-0.177	1.83	-1.46	13.4	4.8	4.5	1.6	4.0	31.4	785	0.8	1064	1.5%	2.2	424	i	i	32.3
O=C(Nc1ccc(Cl)cc1Cl)c1csc(-c2cccnc2)n1	-0.242	-0.235	0.238	-0.0954	.	.	.	.	.	-38.2	744	0.34	1104	-114.8%	-2.1	1301	i	.	.
Cc1ncc(CN2CCC(CO)(CCc3ccccc3)CC2)s1	-0.81	-0.302	-0.572	0.646	5.3	18.6	2.5	1.5	0.8	5.1	775	0.41	1192	13.2%	-0.9	1013	i	i	-13.1
ON=C1/C(=N\O)CC2(C/C1=N/O)OCCO2	-0.392	-0.244	0.455	0.832	6.8	9.9	2.5	2.1	14.3	9.2	595	1.11	1128	-3.0%	-0.7	1035	i	i	9.2
Cc1cc(-n2c(SCc3ccccc3F)nc3n[nH]c(C)c3c2=N)ccc1Cl	-1.3	-0.323	-0.376	1.4	-4.5	-2.3	.	.	.	-5.5	669	-1.05	1031	27.7%	0.0	1108	i	i	5.7
CCN(CC)S(=O)(=O)c1ccc(C)c(NS(=O)(=O)c2cc(/C=C/C(=O)O)cc(OC)c2OC)c1	-0.245	1.31	0.413	0.426	-4.4	12.9	3.9	2.2	9.7	3.1	604	-0.03	1325	8.4%	-1.9	1093	i	i	2.2
O=C(/C=C/c1ccc(Br)cc1)NC(=O)c1ccccc1O	-1.13	-0.215	0.042	2.33	71.5	72.0	6.1	2.5	4.3	43.6	672	-0.92	1656	-66.7%	-5.0	1119	i	i	14.9
C=CCN1C(=O)C(CC(=O)Nc2ccc(OCC)cc2)N(Cc2ccccn2)C1=S (stereo not drawn)	-0.516	-0.369	-0.116	0.466	-13.8	27.1	4.4	2.6	4.9	9.2	773	0.06	1184	-7.0%	.	.	i	i	3.4
CC1=CC(C)(C)N2C(=O)C3(NCCc4c3[nH]c3ccccc43)c3cc(C)cc1c32 (stereo not drawn)	-0.376	-0.845	-0.523	0.998	.	.	.	.	.	38.0	707	-0.32	1081	13.1%	2.4	1311	i	.	.
Cc1ccsc1-c1nc(C(N)=O)c2[nH]c(=O)n(-c3ccc(Cl)cc3)c2n1	-0.42	-0.0703	0.44	0.418	-6.9	3.9	4.5	2.3	8.1	-0.5	679	0.55	1151	9.5%	0.9	541	.	i	4.9
